Screening data from PubChem BioAssay.
All columns: NCI-60 one-dose screen, growth in % after 48 h at 10 µM unless noted; 100 = growth as untreated, 0 = no growth, -100 = all killed.
ACHN: ACHN renal cancer. 81,000 compounds, 4.9% hits
TK-10: TK-10 renal cancer cells; AID 1794769; 81,000 compounds, 3.9% hits
SN12C: SN12C renal cancer cells; 81,000 compounds, 3.8% hits
A498: A498 renal cancer cells | 76,000 compounds, 5.4% hits
786-0: 786-0 renal cancer cells; 81,000 compounds, 5.1% hits
DU-145: DU-145 prostate cancer; 81,000 compounds, 4.2% hits; AID 1794760
CAKI-1: CAKI-1 renal cancer. 75,000 compounds, 4.7% hits. AID 1794772
UO-31: UO-31 renal cancer; AID 1794768; 81,000 compounds, 5.2% hits
RXF 393: RXF 393 renal cancer cells | 77,000 compounds, 6.9% hits | AID 1794773
The depositor's hits bear a star; x = no result given; & = joins results of further samples; ! = not active in a repeat. The calls were made as follows: active = growth percent below 10; inactive = the rest.

SMILES | ACHN | TK-10 | SN12C | A498 | 786-0 | DU-145 | CAKI-1 | UO-31 | RXF 393
CS(=O)CC(O)(c1ccc(F)cc1)C1CC1 (stereo not given) | 112 | 102 | 102 | 124 | 104 | 106 | 102 | 88 | 111
O=C1CC2(C(=O)O1)c1ccccc1-c1ccccc12 | 113 | 121 | 107 | 108 | 105 | 124 | 110 | 92 | 107
COC(=O)c1cc(N=C2NC(=O)/C(=C/c3ccc(Cl)c(Cl)c3)S2)ccc1O | 94 | 77 | 95 | 68 | 84 | 93 | 75 | 71 | 83
COc1ccc2c(c1)C(=O)/C(=C/c1ccc(O)cc1)O2 | 96 | 75 | 77 | 95 | 101 | 109 | 72 | -97* | -60*
COc1cc(/C=C/c2nnc(-c3cc(C)[nH]n3)o2)cc(OC)c1OC | 110 | 132 | 90 | 97 | 99 | 126 | 99 | 91 | 110
N=c1sc(Cc2cccc(Cl)c2)cn1CC(=O)c1ccc(F)cc1 | 39 | 68 | 91 | 92 | 89 | 71 | 40 | 62 | 112
CC1CNC(=S)O1 (stereo not given) | 109 | 89 | 96 | 81 | 98 | 111 | 104 | 88 | x
N#CC(C#N)=C/C=C/c1cccc([N+](=O)[O-])c1 | -60* | -19* | -30* | 2.4*! | -22*! | -24* | -25*! | -82* | -74*
S=c1[nH]nc(Nc2ccccc2)n1-c1ccccc1 | 96 | 107 | 106 | 118 | 97 | 100 | 91 | 69 | 104
O=C(/C=C/c1ccc(Cl)cc1)n1nc(-c2ccccc2)nc1-c1ccccc1 | 99 | 102 | 100 | 108 | 104 | 113 | 94 | 88 | 108
O=C(CCCc1ccccn1)c1ccc(-c2ccccc2)cc1 | 107 | 93 | 96 | 106 | 99 | 110 | 110 | 90 | 117
S=C(Nc1ccccc1)Nc1ccccc1Cl | 94 | 96 | 90 | 87 | 92 | 124 | 65 | 97 | 93
Cc1ccc(O)c(-n2nc3ccccc3n2)c1 | 103 | 104 | 99 | 113 | 89 | 102 | 114 | 91 | 113
CCn1cc(C(=O)O)c(=O)c2cc(F)c(N3CCN(C(=O)CO[N+](=O)[O-])CC3)cc21 | 111 | 96 | 109 | 102 | 91 | 107 | x | 98 | 118
CC(CCNC(=O)c1ccccc1)(CCNC(=O)c1ccccc1)[N+](=O)[O-] | 111 | 115 | 102 | 107 | 108 | 113 | 87 | 85 | 102

11 structures already listed, sorted by count of non-hydrogen atoms, descending:
SMILES | ACHN | TK-10 | SN12C | A498 | 786-0 | DU-145 | CAKI-1 | UO-31 | RXF 393
CCn1cc(C(=O)O)c(=O)c2cc(F)c(N3CCN(C(=O)CO[N+](=O)[O-])CC3)cc21 | 111 | 96 | 109 | 102 | 91 | 107 | x | 98 | 118
O=C(/C=C/c1ccc(Cl)cc1)n1nc(-c2ccccc2)nc1-c1ccccc1 | 99 | 102 | 100 | 108 | 104 | 113 | 94 | 88 | 108
CC(CCNC(=O)c1ccccc1)(CCNC(=O)c1ccccc1)[N+](=O)[O-] | 111 | 115 | 102 | 107 | 108 | 113 | 87 | 85 | 102
COc1cc(/C=C/c2nnc(-c3cc(C)[nH]n3)o2)cc(OC)c1OC | 110 | 132 | 90 | 97 | 99 | 126 | 99 | 91 | 110
N=c1sc(Cc2cccc(Cl)c2)cn1CC(=O)c1ccc(F)cc1 | 39 | 68 | 91 | 92 | 89 | 71 | 40 | 62 | 112
O=C(CCCc1ccccn1)c1ccc(-c2ccccc2)cc1 | 107 | 93 | 96 | 106 | 99 | 110 | 110 | 90 | 117
COc1ccc2c(c1)C(=O)/C(=C/c1ccc(O)cc1)O2 | 96 | 75 | 77 | 95 | 101 | 109 | 72 | -97* | -60*
O=C1CC2(C(=O)O1)c1ccccc1-c1ccccc12 | 113 | 121 | 107 | 108 | 105 | 124 | 110 | 92 | 107
Cc1ccc(O)c(-n2nc3ccccc3n2)c1 | 103 | 104 | 99 | 113 | 89 | 102 | 114 | 91 | 113
CS(=O)CC(O)(c1ccc(F)cc1)C1CC1 (stereo not given) | 112 | 102 | 102 | 124 | 104 | 106 | 102 | 88 | 111
CC1CNC(=S)O1 (stereo not given) | 109 | 89 | 96 | 81 | 98 | 111 | 104 | 88 | x

Next section.
SMILES | ACHN | TK-10 | SN12C | A498 | 786-0 | DU-145 | CAKI-1 | UO-31 | RXF 393
CN1CCN(Cc2cc(C(=O)/C=C/c3c[nH]c4ccccc34)ccc2O)CC1 | 94 | 124 | 99 | 121 | 103 | 108 | 93 | 61 | 112
COc1ccc(-c2ccc3c(C)nc4oc(-c5cc(OC)c(OC)c(OC)c5)nc4c3n2)cc1 | 64 | 119 | 90 | 91 | 96 | 90 | 98 | 79 | 94
CC(=O)c1cc2c(N)c(C(=O)Nc3cccc4c3OCCO4)sc2nc1C | 104 | 104 | 103 | 8.6* | 98 | 104 | 72 | 90 | 99
COc1cc(C2C=C(C)N=C3SC(C)=NN32)cc(OC)c1OC (stereo not given) | 103 | 102 | 109 | 82 | 105 | 108 | 103 | 72 | 114
O=C(CC(=O)C(F)(F)C(F)(F)C(F)(F)F)c1cc2ccccc2o1 | 110 | 108 | 103 | 125 | 98 | 114 | 95 | 87 | 116
COCC1(c2nc3ccc(Cl)cc3c(-c3ccccc3)c2-c2nn[nH]n2)CCCC1 | 96 | 117 | 101 | 115 | 106 | 106 | 90 | 75 | 116
N#CC1=C(n2cccc2)NC2c3ccccc3Sc3ccccc3N2C1=N (stereo not given) | 94 | 111 | 99 | x | 101 | 104 | 90 | 73 | 84
Clc1ccc2c3c(cccc13)CC2 | 106 | 103 | 108 | 86 | 96 | 107 | 96 | 86 | 116
COc1ccc2c(c1)CC[C@@H]1[C@@H]2CC[C@]2(C)C(=O)C(=[N+]=[N-])C[C@@H]12 | 107 | 89 | 100 | 91 | 89 | 101 | 99 | 90 | 114
COc1ccc2[nH]c(O)c(N=NC(=O)c3ccc(NS(C)(=O)=O)cc3)c2c1 | 109 | 100 | 112 | 80 | 100 | 105 | 102 | 94 | 115
O=C1CC[C@@H](C(=O)O)N1 | 99&103 | 106&112 | 114&104 | 101&98 | 108&104 | 117&121 | 98&93 | 75&92 | 112&103
Nc1cnc2ccccc2n1 | 100 | 106 | 95 | 112 | 101 | 111 | 91 | 75 | 100
NC(=S)Nc1nnc(SCC(=O)Nc2ccc3oc(=O)ccc3c2)s1 | 101 | 103 | 106 | 97 | 104 | 104 | x | 70 | 135
COC(=O)c1sccc1-c1cc(O)c(C(C)=O)s1 | 109 | 106 | 106 | 100 | 101 | 107 | 92 | 85 | 122
Cc1ccc(-c2nn(-c3ccccc3)cc2/C=C/c2nnc(-c3ccc(Cl)cc3Cl)o2)cc1 | 96 | 114 | 96 | 113 | 87 | 98 | 89 | 93 | 102

Two of the compounds above, with values under each structure.
Every second line gives: ACHN | TK-10 | SN12C | A498 | 786-0 | DU-145 | CAKI-1 | UO-31 | RXF 393
- Nc1cnc2ccccc2n1
→ 100 | 106 | 95 | 112 | 101 | 111 | 91 | 75 | 100
- N#CC(C#N)=C/C=C/c1cccc([N+](=O)[O-])c1
→ -60* | -19* | -30* | 2.4*! | -22*! | -24* | -25*! | -82* | -74*

Following part
SMILES | ACHN | TK-10 | SN12C | A498 | 786-0 | DU-145 | CAKI-1 | UO-31 | RXF 393
COc1ccc(/C=C/C(=O)Nc2ccc(-c3nc4ccc(F)cc4s3)cc2)cc1OC | 110 | 102 | 105 | 84 | 94 | 124 | 98 | 93 | 102
COc1ccc(C(=O)CCN2CCC3CCC(C3)C2)cc1 (stereo not given) | 102 | 101 | 112 | 106 | 96 | 100 | 100 | 88 | 119
O=[N+]([O-])c1ccc(Nc2ccccc2)c([N+](=O)[O-])c1 | 107 | 56 | 97 | 111 | 103 | 119 | 93 | 92 | 115
O=C(NC(=S)Nc1ccccn1)c1ccccc1 | 95 | 125 | 97 | 71 | 90 | 96 | 82 | 94 | 103
CC1(C)SC(C(NC(=O)Cc2ccccc2)C(=O)O)NC1C(=O)O (stereo not given) | 96 | 89 | 97 | 96 | 101 | 101 | 89 | x | 101
COc1ccccc1NC(=O)Cn1cc(CN2CCN(c3ccnc4cc(Cl)ccc34)CC2)nn1 | 95 | 102 | 98 | 95 | 99 | 106 | 80 | 67 | 86
O=C(c1ccccc1)c1ccc(N2C(=O)C3C4c5ccccc5C(/C=C/C(=O)c5cccs5)(c5ccccc54)C3C2=O)cc1 (stereo not given) | 79 | 113 | 75 | x | 97 | 104 | 65 | 49 | 73
COc1ccc(-c2nc(SCCC(C)C)nc(N/N=C\c3ccc(F)cc3)c2C#N)cc1 | 38 | 94 | 94 | 105 | 104 | 108 | 82 | 85 | 115
Cc1cc2c3ccccc3ccc2[n+]2ccccc12 | 95 | 88 | -7.0* | 9.1* | 24 | 87 | x | 57 | x
CN1CCN(c2ccc(/C=N/NC(=O)CSc3nc4ccccc4c(=O)n3-c3ccc(Cl)cc3)cc2)CC1 | 104 | 134 | 100 | 67 | 108 | 111 | x | 96 | x
NC(=S)Nc1cccc(NC(N)=S)c1 | 96 | 107 | 82 | 101 | 108 | 101 | 80 | 70 | 104
Nc1nc(-c2cccc([N+](=O)[O-])c2)cs1 | 95 | 84 | 94 | 58 | 97 | 107 | 77 | 72 | x
CCC(=O)c1ccc(OC)c2ccccc12 | 104 | 106 | 108 | x | 109 | 106 | x | 99 | 111
O=C1Nc2c(ccc(Cl)c2Cl)/C1=C/c1ccncc1 | 97 | 118 | 98 | 106 | 101 | 116 | 96 | 80 | 104
Cc1[nH]c(=S)sc1C | 110 | 104 | 107 | 101 | 102 | 97 | 97 | 106 | 94
CCOC(=O)C(NC(C)=O)C(C)=O (stereo not given) | 107 | 104 | 104 | 89 | 108 | 100 | 95 | 80 | 110
C[C@@H]1C=C(I)[C@@]2(CCCO)c3c(oc4ccccc34)-c3ccccc3[C@@H]12 | 95 | 95 | 98 | 99 | 96 | 91 | 66 | 88 | 101
CC(C)[C@@H]1CC[C@@H](C)C[C@H]1N | 105 | 101 | 97 | 77 | 91 | 106 | 96 | 87 | 105
CCCN1CSC(=S)N(CCC)C1 | 114 | 115 | 107 | 102 | 98 | 115 | x | 93 | x
NS(=O)(=O)c1ccc(CCn2c(SCC(=O)N/N=C/c3ccc(Cl)cc3)nc3ccccc3c2=O)cc1 | 93 | 97 | 100 | 106 | 98 | 94 | 89 | 61 | 100
CC(C)(CCC(=S)N1CCOCC1)c1ccccc1 | 103&98 | 108&94 | 92&98 | 92 | 106&108 | 108&112 | 96&95 | 91&89 | 117&108
CC(=O)OC1CC2C3CCC4C[C@@H](NC(=O)C=C(C)C)CC[C@]4(C)C3CC[C@]2(C)[C@H]1C(C)N(C)C (stereo not given in full) | 21 | 48 | 14 | 33 | x | 32 | -20* | 8.5* | -65*
O=C(O)c1ccccc1C(=O)c1ccc2c(c1)CCC2 | 108 | 94 | x | 83 | 97 | 106 | 96 | 82 | 105
CCOc1ccc(-c2ccc(=O)n(-c3ccc(S(N)(=O)=O)cc3)n2)cc1 | 87 | 118 | 93 | 95 | 108 | 102 | 89 | 86 | 107
Oc1cccc(C2Nc3ccccc3-n3cccc32)c1O (stereo not given) | 84 | x | 88 | 115 | 110 | 105 | 88 | 64 | 91
CC(=O)Nc1ccc(C(=O)c2ccccc2)cc1 | 98 | 73 | 94 | 66 | 93 | 106 | 89 | 77 | 97
CCC(C)N (stereo not given) | 108 | 110 | 111 | 88 | 100 | 106 | 100 | 99 | 99
COc1ccc(Cl)cc1N1C(=N)/C(=C2\Nc3ccccc3S2)CC1=O | 98 | 147 | 107 | 105 | 91 | 116 | 103 | 72 | x
O=C(O)c1cc(Br)c(O)c(Br)c1 | 108 | 95 | 104 | 102 | 98 | 107 | 105 | 89 | 105
CC(/C=C1\N=C(c2ccccc2)OC1=O)=C\c1ccccc1 | 106 | 92 | 107 | 100 | 104 | x | 98 | 93 | 98
Nc1cccc(-c2nc3sccn3c2-c2ccnc(NCCNS(=O)(=O)c3ccc(Br)cc3)n2)c1 | 91 | 116 | 89 | 98 | 97 | 103 | 96 | 79 | 97
Nc1ncnc2c1ncn2C(C=O)OC(C=O)CO (stereo not given) | 71 | 80 | 62 | 98 | 67 | 80 | 80 | 50 | 115
